Screening results: PubChem, several laboratories
MC4R ag barr: agonists of human melanocortin 4 receptor (MC4R) beta-arrestin; P32245; U2OS MC4R beta-arrestin complementation, luminescence; percent of melanotan II response, DMSO zero; activation, % at 8.9 µM; 360,000 compounds, 0.98% hits; AID 540308;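 active = activation above a per-plate cutoff, the mean activation of sample wells on that plate plus 3 SD, cut at about 8% in these data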
ABCB6 inh 2: inhibitors of human ABC transporter ABCB6 | Q9NP58 | K562-ABCB6 porphyrin accumulation, flow cytometry, 1 h; stronger effect = lower value | fluorescence ratio to DMSO, % at 10 µM | 360,000 compounds, 0.19% hits | AID 602162;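 active = fluorescence ratio to DMSO below 75%, the collection mean minus 3 SD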;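 note: signal is porphyrin accumulated inside mitochondria; 100% equals median channel fluorescence of DMSO control wells; lower ratio means ABCB6 inhibition with less porphyrin fluorescence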
Target sequence (Q9NP58 whole entry, looked up): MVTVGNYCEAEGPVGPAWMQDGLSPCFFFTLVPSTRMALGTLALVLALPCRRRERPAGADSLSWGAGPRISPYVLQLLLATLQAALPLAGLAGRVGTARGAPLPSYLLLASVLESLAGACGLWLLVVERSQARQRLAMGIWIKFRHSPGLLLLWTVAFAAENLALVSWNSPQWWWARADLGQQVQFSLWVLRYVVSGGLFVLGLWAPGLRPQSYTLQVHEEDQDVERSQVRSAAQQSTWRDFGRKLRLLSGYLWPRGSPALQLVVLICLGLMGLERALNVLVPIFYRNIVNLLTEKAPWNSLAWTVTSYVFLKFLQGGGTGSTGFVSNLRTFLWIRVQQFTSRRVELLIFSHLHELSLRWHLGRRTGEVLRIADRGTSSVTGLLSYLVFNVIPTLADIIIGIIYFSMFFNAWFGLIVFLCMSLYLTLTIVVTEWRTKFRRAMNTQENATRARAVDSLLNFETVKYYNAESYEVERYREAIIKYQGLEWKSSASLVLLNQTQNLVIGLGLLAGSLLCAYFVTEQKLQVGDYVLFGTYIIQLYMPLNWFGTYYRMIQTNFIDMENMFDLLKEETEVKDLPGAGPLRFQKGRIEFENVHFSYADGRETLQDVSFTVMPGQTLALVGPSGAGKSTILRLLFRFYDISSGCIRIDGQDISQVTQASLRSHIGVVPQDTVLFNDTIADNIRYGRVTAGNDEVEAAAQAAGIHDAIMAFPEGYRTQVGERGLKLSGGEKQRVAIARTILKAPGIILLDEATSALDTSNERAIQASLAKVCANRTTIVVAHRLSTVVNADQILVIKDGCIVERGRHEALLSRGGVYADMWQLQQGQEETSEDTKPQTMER
Granule exo inh: lytic granule exocytosis inhibition; TALL-104 LAMP-1 surface exposure, flow cytometry; cells stimulated with thapsigargin and PMA; inhibition, % at 10 µM; 360,000 compounds, 0.66% hits; AID 651702;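 active = inhibition above about 55%, limit read from the data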
H9c2 protect: modulators protecting cardiomyocytes from myocardial damage; protection from H2O2 cell death, % at 20 µM; H9c2 cardiomyocytes, H2O2 injury protection, ATPLite, 2 h; 360,000 compounds, 0.63% hits; AID 588492;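 active = compounds giving at least 50% protection of heart cells from peroxide-induced death in the single-dose screen, raw or plate-pattern-corrected value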;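 note: 0% = DMSO wells with peroxide and 100% = DMSO wells without peroxide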
iPSC survival up: enhancers of human iPSC single-cell survival | hiPSC single-cell survival, ATPlite luminescence; 100% = ROCK inhibitor wells, 0% = DMSO | survival enhancement, % at 20 µM | 360,000 compounds, 0.044% hits | AID 602274; in the data active = survival enhancement above about 18%;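 note: cells exposed to compounds for 16 hours before the ATP read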
ABHD5-PLIN5 inh: blocks binding of human ABHD5 to perilipin-5; Q00G26+Q8WTS1; Split G. princeps luciferase complementation, luminescence, 4 h; inhibition, % at 4 µM; 360,000 compounds, 0.78% hits; AID 602281;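 active = inhibition above the mean inhibition across every tested compound plus 3 SD, cut at about 22% in these data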;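 note: 0% = DMSO only wells and the 100% control is not disclosed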
m5-HT2A agonist: activates the mouse 5-HT2A serotonin receptor. P35363. CHO-K1 mHTR2A beta-arrestin complementation, luminescence; percent of 30 µM serotonin response. activation, % at 7.6 µM. 360,000 compounds, 0.66% hits. AID 624169;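 active = activation above a run cutoff, the mean activation of all tested compounds plus 3 SD, cut at about 14% in these data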;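 note: 0% = plate median of compound wells and 100% = 30 µM serotonin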
aDG glyco up: alpha-DG glycosylation activation | 360,000 compounds, 0.22% hits | activation, % at 10 µM | Pro5-aDG cells, alpha-DG glycosylation AlphaScreen (IIH6); 0% Pro5, 100% B10-LARGE cell signal | AID 624168;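 active = activation of at least 8% versus controls, or a plate z-score of at least 8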;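 note: Pro5 are CHO cells carrying HIG-tagged alpha-DG that lacks glycosylation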
MC4R antagonist: human MC4R antagonism in cAMP assay; P32245; MC4R-expressing cells, MTII-stimulated cAMP, LANCE TR-FRET; inhibition, % at 6.5 µM; 360,000 compounds, 0.48% hits; AID 540295;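 active = inhibition above its plate's cutoff, the mean of tested wells on that plate plus 3 SD, cut at about 29% in these data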;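 note: 0% = Melanotan II alone and 100% = Melanotan II plus saturating MCL0020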
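System – human MC4R-expressing U2OS cells · Also added – Melanotan II · Dosing – one concentration, 6.5 µM nominal · Timing – 30-min compound, 1-h challenge, 1-h detection, room temperature · Measured by – Eu-cAMP/anti-cAMP TR-FRET, emission 671 nm · Replicates – singlicate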
N-glyco inh: blocks N-linked glycosylation in D54 reporter cells. reporter increase, % at 12.5 µM. 360,000 compounds, 0.23% hits. D54 ERlucT glycosylation luciferase reporter, 24 h; percent of 100 nM tunicamycin response;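 active = mean luciferase reporter signal, scaled so untreated is 0 and the glycosylation-blocking control 100, at or above a set limit in every replicate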;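 note: luciferase carries N-glycosylation sites so blocking glycosylation raises the light; 0% = median of neutral control wells and 100% = median of 100 nM tunicamycin wells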
Starred values were filed as active, the others as inactive; . = no result given; & = joins results of further samples. Only part of the results is shown (hit frequency here may not be typical).

SMILES	MC4R ag barr	ABCB6 inh 2	Granule exo inh	H9c2 protect	iPSC survival up	ABHD5-PLIN5 inh	m5-HT2A agonist	aDG glyco up	MC4R antagonist	N-glyco inh
c1ccc(C(c2ccccc2)c2ccncc2)cc1	-0.8	106	-1	7	-2.5	-4	-11	0.3	8	-2
CC(Cc1ccccc1)NC(N)=O (configuration not stated)	-2.7	83	-4	-2	-0.5	-1	5	0.0	2	2
O=C(O)c1ccc(Cl)nc1	-2.3	95	3	-3	2.9	0	6	-0.2	2	1
COc1cccc(N(C(C)=O)C2=NCCCS2)c1	0.5	101	4	7	1.1	-9	5	0.1	14	1
COc1cccc(NC(=O)[C@@H](NC(=O)N2C[C@H]3C[C@@H](C2)c2cccc(=O)n2C3)C(C)C)c1	0.2	100	0	1	-0.5	-3	-2	0.0	7	1
O=C1CN=C(c2ccc(Br)cc2)c2oc3ccccc3c2N1	2.3	91	0	-8	0.5	0	-1	0.1	-8	-5
CCS(=O)(=O)CCSP(=O)(OC)OC	-1.2	100	-4	-1	0.5	-3	1	0.3	0	0
COC(=O)C1=C(c2ccc(C(C)=O)cc2)C[C@@H]2CC[C@H]1N2C(=O)NCc1ccc(F)cc1	-0.9	95	-19	-3	-0.4	-4	-9	-0.1	-2	-2
O=[N+]([O-])c1ccc(N2CCCCC2)c2ncccc12	-2.1	106	-2	-9	0.4	2	-4	0.8	-9	1
Cc1c(C(c2ccccc2Cl)c2c(O)c3ccccc3oc2=O)c(=O)n(-c2ccccc2)n1C (configuration not stated)	-0.1	102	-1	8	-0.5	0	0	-0.1	22	1

Continued (2 carried over from the part before).
SMILES	MC4R ag barr	ABCB6 inh 2	Granule exo inh	H9c2 protect	iPSC survival up	ABHD5-PLIN5 inh	m5-HT2A agonist	aDG glyco up	MC4R antagonist	N-glyco inh
O=[N+]([O-])c1ccc(N2CCCCC2)c2ncccc12	-2.1	106	-2	-9	0.4	2	-4	0.8	-9	1
Cc1c(C(c2ccccc2Cl)c2c(O)c3ccccc3oc2=O)c(=O)n(-c2ccccc2)n1C (configuration not stated)	-0.1	102	-1	8	-0.5	0	0	-0.1	22	1
Oc1c(Br)c(Br)c(Br)c(Br)c1Br	1.6	96	-1	-8	-1.7	7	1	0.0	5	-1
Cc1ccc(-c2nc3ccccc3c(=O)n2-c2ccncc2)cc1	0.5	101	0	4	-0.6	-3	-4	0.3	18	2
N#CC(C#N)=NNc1ccc(S(N)(=O)=O)cc1	-2.3	92	-1	5	-0.3	9	-4	-0.1	16	-2
COc1ccc(NC(=O)c2cn(CCC#N)nc2-c2ccc(OC)c(OC)c2)cc1	2.1	102	-1	-2	-0.5	-1	6	0.0	12	0
CC(N)Cc1c[nH]c2cc3c(cc12)OCCO3 (configuration not stated)	1.2	112	0	-1	-1.1	-3	8	0.1	0	2
CCOC(=O)C1(c2ccccc2)CCN(CC(=O)Nc2ccc(C)cc2)CC1	-0.8	93	-1	-7	-0.1	1	-4	1.0	8	-2
CCN(CC)C(=O)N[C@H]1C[C@@H]2c3cccc4[nH]cc(c34)C[C@H]2N(C)C1	0.4	108	4	12	-2.8	-10	39*	0.3	1	0
CS(=O)(=O)N1CCCC(C(=O)N2CCC3(CC2)OCCO3)C1 (configuration not stated)	-1.2	98	5	6	3.0	5	3	0.0	11	0
COC(=O)C1=C(c2ccc(F)cc2OCc2ccccc2)C[C@@H]2CC[C@H]1N2C(=O)NCCO	0.7	97	-4	-1	0.9	3	1	-0.1	-1	-1
CCc1ccc(CNCCc2ccc(F)cc2)cc1	0.5	100	-2	-4	0.7	3	-3	-0.1	3	4
O=c1[nH]c(=S)[nH]c(O)c1N=Nc1ccc(SC(F)F)cc1	-2.5	99	-1	-16	-0.3	3	0	-0.1	-1	0
C=CCn1c(O)c(C(CC)=Nc2ccc(C(=O)O)cc2)c(=O)[nH]c1=O	-1.4	94	-1	-7	1.0	3	-4	0.1	-1	2
COC(=O)C1=C(c2ccc(S(C)(=O)=O)cc2)C[C@@H]2CC[C@H]1N2C(=O)NCCNC(C)=O	-0.2	98	-8	-1	1.2	-16	12	-0.2	5	3
Oc1ccc(Cl)c(Cl)c1Cl	0.1	103	1	-7	-2.0	1	5	0.1	11	2
COc1ccc(C(CN(C)C)C2(O)CCCCC2)cc1 (configuration not stated)	-0.2	97	-5	1	1.7	1	6	0.3	7	-1
O=C(CCN1CCCCC1)Nc1ccc(Br)cc1C(=O)c1ccccc1	0.1	102	0	6	0.2	12	-3	0.0	0	-1
COC(=O)C1=C(c2cccc(C#N)c2)C[C@@H]2CC[C@H]1N2C(=O)NCc1cccc2ccccc12	-0.3	97	0	-6	3.6	0	-2	0.1	10	-3
O=C1NC(=O)C(=Cc2ccc(OCCOc3ccc([N+](=O)[O-])cc3)cc2)C(=O)N1	2.7	98	3	6	0.6	-6	-2	0.0	6	2
CCOc1ccc(-n2c(O)c(C=NCCN3CCNCC3)c(=O)[nH]c2=O)cc1	-1.1	100	-5	-2	-0.6	1	2	0.0	5	3
O=C(COC(=O)c1ccc(O)cc1)Nc1ccc(Cl)cc1C(=O)c1ccccc1	-0.5	100	1	-6	1.4	-5	7	1.1	-2	-3
ClC1=CCC2CN(CCN3CCCCC3)CC2C1 (configuration not stated)	-2.9	102	-1	12	-2.5	6	0	0.5	12	1
Oc1cc2c(cc1CN1CCN(c3ccc(F)cc3)CC1)OCO2	-1.5	98	23	7	-0.4	5	-6	-0.1	7	-2
CCOP(=S)(OCC)SCCSCC	-0.3	96	3	1	0.6	-1	-1	0.0	8	3
CCN(CC)c1ccc([N+](=O)[O-])c2cccnc12	0.3	102	6	-1	2.0	-3	4	-0.1	-5	-1
C(=N\NC1=NCCCCC1)/c1c[nH]c2ccccc12	-1.4	97	-11	-6	0.5	3	-2	0.0	6	-4
Cc1c(Cl)cccc1N1C(=O)NC(=O)/C(=C\c2cc(C)n(-c3cccc(C(=O)O)c3C)c2C)C1=O	-0.8	99	-11	-8	-0.5	10	-2	-0.1	2	0
COc1ccccc1CCNC(=O)CCC(=O)N1CC2C[C@@H](C1)Cn1c2cccc1=O	-0.3	102	-2	1	-1.4	-5	-1	-0.1	1	-1
NC(=O)c1cn(C2OC(CO)C(O)C2O)c2ncnc(N)c12 (configuration not stated)	-0.5&-1.0	98&106	17&26	-5&-8	-0.7&-4.6	0&-2	5&-2	-0.1&-0.3	16&23	-19&-23
Nc1ccc(S(=O)(=O)N2CCCCC2c2cccnc2)cc1 (configuration not stated)	-0.3	100	-1	5	2.6	2	-5	0.3	0	0
CCCNC(=O)N1[C@H]2CC[C@@H]1C(C(=O)OC)=C(c1ccccc1)C2	-1.3	102	2	1	4.7	1	2	0.1	1	-1
CCOc1ccc(-n2c(O)c(C=NCCCn3ccnc3)c(=O)[nH]c2=O)cc1	-1.3	96	-2	9	-1.7	-2	5	0.0	2	3
COC(=O)C1=C(c2ccc(OC(F)(F)F)cc2)C[C@@H]2CC[C@H]1N2C(=O)N1CCCCC1	1.4	91	1	-13	-0.3	-5	-4	0.3	1	0
CCOC(=O)c1c(C)c(P(=S)(N2CCOCC2)N2CCOCC2)n(C)c1C	-0.1	95	0	11	1.0	-5	1	0.0	-8	0
O=c1cccc2n1C[C@H]1C[C@@H]2CN2CCCC[C@@H]12	0.0	96	-2	5	1.2	3	6	0.2	9	1
O=C(CN1CCOCC1)NCC(=O)Nc1ccc(Br)cc1C(=O)c1ccccc1	-0.9	94	-7	2	2.0	4	-5	-0.1	3	4
COC(=O)C1=C(c2ccc(C(C)=O)cc2)C[C@@H]2CC[C@H]1N2C(=O)NCc1ccc(C(F)(F)F)cc1	-0.8	97	0	-4	0.1	-2	-5	-0.2	3	-3
CCN1C(=O)NC(=O)/C(=C/c2cc(C)n(-c3sc(C)c(C)c3C#N)c2C)C1=O	-1.2	108	-1	2	2.5	-8	3	0.0	-3	-2
Clc1ccc(N2CC2c2ccncc2)cc1 (configuration not stated)	-0.1	97	1	-2	0.9	-3	1	0.0	20	0
COC(=O)[C@]12OC[C@]34C([C@@H](O)[C@@H]1O)[C@]1(C)CC(=O)C(O)=C(C)[C@@H]1C[C@H]3OC(=O)[C@H](O)[C@@H]24 (some centres not stated)	-2.1	97	0	1	-2.2	7	-1	0.1	-3	-12
Cn1c(=O)c2nncnc2n(C)c1=O	-2.0	91	0	0	-0.6	6	1	0.2	4	2
COc1ccccc1N1CCN(Cc2cccc(Br)c2)CC1	3.4	96	-4	-5	0.0	4	7	0.1	14	-3
CCn1c(O)c(/C=N/NC(=O)c2ccncc2)c(=O)[nH]c1=S	-0.8	99	-2	-6	-0.7	-2	-5	0.1	6	2
COC(=O)C1=C(c2ccc(Cl)c(C(F)(F)F)c2)C[C@@H]2CC[C@H]1N2C(=O)N1CCCC1	-0.1	93	-4	-1	-1.8	-6	-5	0.4	0	-2
O=S(=O)(c1ccc(Cl)cc1)c1ccc(Cl)cc1	1.5	102	-2	-2	0.0	-3	-5	0.1	8	-5
CNC(=S)N1CC2CC(C1)c1cccc(=O)n1C2 (configuration not stated)	0.6	99	-1	4	-0.5	4	3	0.1	-8	1
COC1=CC(=O)OC(CCc2ccc3c(c2)OCO3)C1 (configuration not stated)	0.0	107	1	0	0.4	3	4	0.0	13	0
c1ccc2cc(CC3=NCCN3)ccc2c1	-0.3	101	0	8	-1.4	0	-1	-0.3	1	3
COc1ccc(C)cc1NC(=O)N1CCC2(CC1)OCCO2	0.7	88	0	6	0.7	-7	1	0.9	16	1
CCOC(=O)C1CCN(Cc2ccc(Cl)nc2)CC1	0.1	97	-5	5	0.0	1	1	0.1	0	-1
Oc1c(Br)cc(Br)cc1CN1CCN(Cc2ccccc2)CC1	-1.0	86	-3	-2	3.8	-5	3	-0.2	-4	-1

Following part
SMILES	MC4R ag barr	ABCB6 inh 2	Granule exo inh	H9c2 protect	iPSC survival up	ABHD5-PLIN5 inh	m5-HT2A agonist	aDG glyco up	MC4R antagonist	N-glyco inh
C(#CCN1CCOCC1)COCc1ccccc1	-2.1	103	-4	-3	4.8	-4	-2	-0.3	-3	0
O=c1cccc2n1C[C@@H]1C[C@@H]2CN(CC(O)c2ccc([N+](=O)[O-])cc2)C1 (some centres not stated)	-0.7	103	-6	-1	-0.4	8	-8	-0.2	-3	2
CC(=O)Nc1ccccc1C(=O)OCC(=O)c1ccccc1Cl	3.7	99	-1	-5	0.7	12	6	0.0	-4	2
CCCCN=C[C@]12CCC(O)CC1(O)CCC1[C@@H]2CC[C@]2(C)[C@H](C3C=CC(=O)O3)CCC12O (some centres not stated)	35*	112	8	10	1.1	-9	5	0.0	-2	-17
CN(C)c1ccc(C=C(C#N)C#N)cc1	1.8	96	4	5	0.5	6	4	-0.1	0	0
CC1(O)C[C@]2(C)N(O)C3CCCC[C@@H]3N2O1 (some centres not stated)	-1.2	.	4	10	3.1	2	3	0.0	-2	3
